# Screening data deposited in PubChem BioAssay by several laboratories.
# SDO1 yeast rescue: growth rescue of sdo1-depleted yeast, primary screen, S. cerevisiae, bone marrow failure model; AID 817, 2007; z-score at 10 µM; actives 0.21% (n = 140,000); S. cerevisiae sdo1-depleted JHY4D growth rescue, OD600 30 h; active compounds read high; pdr5 snq2 efflux-pump mutant strain;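 active = z-score above 3 at both the 24 hr and the 30 hr optical density reads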;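 note: z-score against mean and SD of all compound wells on the same plate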
# Insulin prom inh: inhibitors of insulin promoter-driven GFP, primary screen, imaging, TRM-6 cells (human fetal islet line), eGFP reporter, cell count; reporter expression induced with tamoxifen; inhibition, % at 2 µM; actives 0.9% (n = 130,000); AID 1273, 2008;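 active = inhibition above the mean plus 3 SD, with well images judged a real hit on visual review, cut at about 60% in these data, passing the limit was not always enough; inconclusive = inhibition over the cutoff but images rejected on review; inactive = inhibition not above the cutoff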
# SDO1 yeast rescue Rescue 24 h: also measured in SDO1 yeast rescue; calls as there; z-score; S. cerevisiae sdo1-depleted JHY4D growth rescue, OD600; measured here: growth rescue at 24 h;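 0 is the plate mean of compound wells and units are plate SD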
# * marks the source's active call; other numbers are inactive results; ? = inconclusive; / = not tested or not shown; & = joins results of further samples. Only part of the results is shown (hit frequency here may not be typical).
SMILES,SDO1 yeast rescue,SDO1 yeast rescue Rescue 24 h,Insulin prom inh
Cc1[nH]n(C2=NCCS2)c(=O)c1N=Nc1ccccc1,/,/,12
CCc1cc2cc(C(=O)Nc3ccccc3F)sc2s1,-0.38,0.53,/
Cc1cc(C(=O)NCc2cc(C)n(C)n2)sc1-c1ccccc1,1.2,1.4,-19
COc1ccc(CCNc2oc(-c3ccccc3OC)nc2C#N)cc1OC,-0.85,-1,-29
CCOc1ccc(NCc2nnc(SCc3ccc(Cl)cc3)n2-c2ccccc2)cc1,-0.81,-1.9,47
Cc1cc(Cl)n2c(nc3cc(F)c(F)cc32)c1C#N,/,/,-118
COc1ccc(NS(=O)(=O)c2cc(NC(=O)C3CCCO3)ccc2N2CCCCC2)cc1 (stereo not drawn),/,/,-7
O=C(CCNc1cccc(C(F)(F)F)c1)c1ccco1,0.48,0.64,3
CCn1cc(C(=O)NCc2ccc(Cl)cc2)c(=O)c2cc(S(=O)(=O)N3CCOCC3)ccc21,1.5,0.98,/
CC(C)N(CCCNC(=O)CC1Oc2ccccc2NC1=O)Cc1ccccc1 (stereo not drawn),-0.49,-0.46,/
CCc1ccc(C2=NN(CCC(=O)NCc3cccs3)C(=O)CC2)cc1,/,/,29
COc1ccccc1NC(=O)C(=O)N/N=C(\C)CC(=O)Nc1ccc(OCc2ccccc2)cc1,0.96,2.2,3
CC(=O)Nc1ccc(OCC(O)Cn2cnc3ccccc32)cc1 (stereo not drawn),-0.64,-0.82,-14
COc1ccccc1NC(=O)CSc1nnc(-c2ccc(NC(C)=O)cc2)n1C,0.56,0.05,0
CCOc1cc(C2CC(=O)NC3=C2C(=O)C(C(=O)OC)C(C)C3)cc(Cl)c1O (stereo not drawn),-0.87,-0.97,-33
CCOC(=O)c1cc(NC(=O)Nc2ccccn2)c(C)nc1C,/,/,-6
COC(=O)c1c(NC(NC(=O)C(C)C)C(Cl)(Cl)Cl)sc2c1CCCC2 (stereo not drawn),-1.2,-1,/
Cn1c(=O)c2c(nc(NCc3cccnc3)n2Cc2ccc(Cl)cc2)n(C)c1=O,0.44,-0.01,-275
COCCCNC(=O)CCc1nc(-c2ccccc2Cl)no1,0.57,-0.29,3
CCOC(=O)c1c(NC(C)=O)sc2c1CCC(C=NCCCN(CC)CC)=C2Sc1ccccc1,/,/,-181
CC(=O)N1CCCc2cc(S(=O)(=O)NCc3ccc(C)cc3)ccc21,0.21,-0.79,-50
Cc1ccc(/C=C(/C#N)c2nc(CCN3C(=O)c4ccccc4C3=O)cs2)cc1,-0.42,-0.34,-24
COc1ccc(CNc2nc(-c3cccnc3)nn2C(=O)c2ccco2)cc1,-0.66,-1.4,-50
CC(C)NC(=S)NC1(C)CCS(=O)(=O)C1 (stereo not drawn),1.9,3.6,/
Cc1ccc(NC(=O)CSc2nnc(CNC(=O)C34CC5CC(CC(C5)C3)C4)n2-c2ccc(F)cc2)cc1,0.57,0.22,/

# Further results:
SMILES,SDO1 yeast rescue,SDO1 yeast rescue Rescue 24 h,Insulin prom inh
CC(=O)c1cnc2ncnn2c1C,0.63,-0.11,50
Cc1ccc(Cn2nc3c(cc2=O)CCc2ccccc2-3)cc1,/,/,8
COc1ccc(/C=C/C(=O)c2cc(F)ccc2OC(=O)c2ccc(OC)c(OC)c2)cc1OC,-1,-0.19,-36
COc1ccc(NC(=O)N2CCN(c3nc(-c4cccc(OC)c4)cs3)CC2)cc1,-0.42,0.04,43
CC(NC(=O)Nc1ccc(Cl)cc1)C(c1cccs1)N1CCOCC1 (stereo not drawn),0.1,-0.11,/
O=C(CNC(=O)c1ccccc1)OCc1cc(=O)n2cc(Br)ccc2n1,0.09,-0.57,-93
CC(C)c1ccccc1NC(=S)NN(Cc1ccccc1)c1ccccc1,-0.67,-0.17,-12
Cc1cccc(N2CN(Cc3cccnc3)CNC2=S)c1C,0.13,0.14,40
c1ccc(-n2ncc3c(NCc4ccco4)ncnc32)cc1,0.4,1.5,-280
Cc1ccc(NC(=O)c2ccccc2[N+](=O)[O-])nc1,0.24,0.26,-17
CN(Cc1ccccc1)c1oc(-c2ccco2)nc1C#N,-1.1,-0.65,0
CC1(C)N(O)CC(c2cccs2)=[N+]1[O-],0.6,0.41,15
COc1ccc(CC(=O)c2c(O)cc(O)cc2O)cc1OC,0.03,-0.03,25
COc1ccc(CNS(=O)(=O)c2cc(OCC(N)=O)c(C)cc2Cl)cc1,-0.02,0.56,7
CC(C)Sc1nc(N2CCOCC2)c2c(c1C#N)CC(C)(C)N(C)C2,0.17,0.05,21
O=C(CCc1nc(-c2ccccc2)c(-c2ccccc2)o1)OCc1ccc(Cl)cc1,-0.72,-0.64,-17
Cc1ccc(S(=O)(=O)N(CC(=O)N=Nc2c(O)[nH]c3ccccc23)c2cccc(C)c2)cc1,0.2,0.47,-70
Oc1ccc(Br)cc1/C=N/N1CCCCC1,-0.1,-0.7,-18
CC1CCN(C(=O)COC(=O)c2ccc(Br)o2)CC1,1.8,2.2,-6
CCNc1nc(NCC)nc(N/N=C/c2ccc([N+](=O)[O-])o2)n1,-0.37,-0.24,-11
COc1cccc(-c2nc(Cc3ccc(OC)c(OC)c3)no2)c1,-0.54,0.22,/
CCOC(=O)c1ccc(COC(=O)c2ccc3c(c2)-c2ccccc2C3=O)cc1,-0.22,1.3,3
CC(CN1CCNCC1)(NS(=O)(=O)c1ccccc1)c1ccccc1 (stereo not drawn),-1.6,-1.6,7
CCN(CC)CC(=O)NN=C(c1ccccc1)c1ccccc1,-0.06,-1.3,-15
O=C1OC(c2ccccc2)/C(=C(/O)c2ccc(Cl)cc2)C1=O (stereo not drawn),-0.67,-0.16,75*

# Results in SDO1 yeast rescue (two entries from above):
Molecule,SDO1 yeast rescue
c1ccc(-n2ncc3c(NCc4ccco4)ncnc32)cc1,0.4
CCNc1nc(NCC)nc(N/N=C/c2ccc([N+](=O)[O-])o2)n1,-0.37

# Of the compounds above, these contain an NH in an aromatic ring:
SMILES,SDO1 yeast rescue,SDO1 yeast rescue Rescue 24 h,Insulin prom inh
Cc1[nH]n(C2=NCCS2)c(=O)c1N=Nc1ccccc1,/,/,12
Cc1ccc(S(=O)(=O)N(CC(=O)N=Nc2c(O)[nH]c3ccccc23)c2cccc(C)c2)cc1,0.2,0.47,-70

# (cont.)
SMILES,SDO1 yeast rescue,SDO1 yeast rescue Rescue 24 h,Insulin prom inh
O=C(O)c1ccc(NC(=S)NC2CCCCC2)cc1,0.13,-0.86,/
O=C(NCCc1ccccc1)C1CCCN1C(=O)NCc1ccccc1 (stereo not drawn),0.02,-0.81,-21
CCC(=O)N1CCN(c2ccc(Cl)cc2NC(=O)c2ccc(N3CCCC3)c([N+](=O)[O-])c2)CC1,-1.1,-0.14,/
COc1ccccc1CN(CC(=O)NCc1ccco1)C(=O)CNS(=O)(=O)c1ccccc1,0.25,0.07,-8
COc1ccc(Nc2oc(COc3ccc(C)cc3)nc2C#N)cc1,-1.3,-0.83,55
CCOC(=O)c1c(C)c(C(=O)NCCCOC(C)C)c(C)n1C,-0.1,-0.55,/
O=C(OC(C(=O)NCC1CCCO1)c1ccc(F)cc1)c1ccco1 (stereo not drawn),2.3,0.27,/
CNC(=O)c1ccc(N(Cc2ccccc2)S(C)(=O)=O)cc1,1.7,1.5,56
COC(=O)CCN(C(=O)C12CC3CC(CC(C3)C1)C2)c1ccccn1,0.01,-0.27,-33
COCCNC(=O)NC(=O)COC(=O)Cc1ccc2c(c1)OCCO2,-0.53,0.13,33
N#CCCN1CCN(Cn2c3ccccc3c3ccccc32)CC1,-0.19,0.39,/
O=C(N/N=C/c1cn(-c2ccccc2)nc1-c1cccnc1)c1ccccc1,/,/,40
CCCSc1nnc(N)s1,0.23,-0.04,-50
Cc1[nH]c(=O)c(C#N)c(C)c1Br,1.6,1.2,28
Cc1cc(C(=O)OCC(=O)N2CC(=O)Nc3ccccc32)c(C)n1-c1ccccc1,0.77,1.2,/
Cc1[nH]c2ccccc2c1C(=O)COC(=O)C1CC(=O)N(Cc2ccccc2)C1 (stereo not drawn),-0.37,-0.9,-50
COc1cc(/C=C/C(=O)Nc2nc3ccc(S(=O)(=O)NC(C)C)cc3s2)cc(OC)c1OC,-0.09,0.97,6
CC(C)CNc1oc(-c2ccco2)nc1C#N,-0.37,-0.89,?
COc1ccccc1C1C(C(C)=O)=C(C)N=c2s/c(=C\c3cc(OC)c(OC)c(OC)c3)c(=O)n21 (stereo not drawn),0.19,0.51,37
CCCN(CCC)CCNC(=O)c1cc2c(C)nc3ccccc3c2o1,-0.23,-0.65,23
COc1ccc(-c2nc3ccc(N4CCCC4)cc3c(=O)[nH]2)cc1OC,-0.81,-0.56,35
O=C(CCn1cccc1)Nc1ccc(OC(F)(F)F)cc1,/,/,21
COC(=O)C1=C(C(=O)OC)SC2(S1)C(C(=O)OC)=C(C(=O)OC)SC1=C2c2cccc(C)c2NC1(C)C,0.38,0.58,-364
CN(Cc1ccon1)C(=O)CC1C(=O)NCCN1CC1CCCCC1 (stereo not drawn),/,/,35
CCCCNC(=O)CSc1nc2cc3c(cc2c(=O)n1CCCN(CC)CC)OCO3,0.46,0.11,-33

# The last 3 entries of the part before open the next one:
SMILES,SDO1 yeast rescue,SDO1 yeast rescue Rescue 24 h,Insulin prom inh
COC(=O)C1=C(C(=O)OC)SC2(S1)C(C(=O)OC)=C(C(=O)OC)SC1=C2c2cccc(C)c2NC1(C)C,0.38,0.58,-364
CN(Cc1ccon1)C(=O)CC1C(=O)NCCN1CC1CCCCC1 (stereo not drawn),/,/,35
CCCCNC(=O)CSc1nc2cc3c(cc2c(=O)n1CCCN(CC)CC)OCO3,0.46,0.11,-33
Cc1nc2c(c(N3CCOCC3)n1)OCC(=O)N2,0.43,-0.36,/
Cc1ccc(-c2nn(CC(=O)NCc3cc(-c4nn(C)c(=O)c5ccccc45)ccc3C)c(=O)c3ccccc23)cc1,-2.1,-0.87,23
N#Cc1cc(-c2ccccc2)nnc1Sc1ccccc1,-0.59,0.33,8
COc1ccc(Cl)cc1NC(=O)CN(C(=O)c1ccco1)C1CCCCC1,-2,-1.4,/
CCOc1ccc(S(=O)(=O)Oc2ccc3ccccc3c2)cc1,0.14,0.54,17
CNCCCCOc1ccccc1-c1ccccc1,0.47,-0.02,-6
Cc1nc(-n2cc(F)c(=O)[nH]c2=O)c2nc(C)oc2n1,0.68,0.78,/
CC1(C)CC(=O)C(C=NC2CCCCC2)=C(O)C1,-0.74,-1.2,/
COC(=O)c1ccc(NC(=O)COc2ccc(C3C(C#N)=C(N)Oc4c3ccc3ccccc43)cc2OC)cc1 (stereo not drawn),0.12,2.4,23
Cc1ccnc(NC(=O)c2ccc(S(=O)(=O)c3ccccc3)cc2)c1,/,/,29
CCC(c1nnnn1CCc1ccccc1)N(Cc1ccco1)Cc1cc2cccc(C)c2[nH]c1=O (stereo not drawn),-0.3,0.17,-45
Cc1ccc(CNc2ncc(-c3ccc4c(c3)OCO4)n2C)cc1,0.39,0.29,10
CN1c2ccccc2C(O)=C(C(=S)Nc2ccc(Cl)cc2)S1(=O)=O,-1.2,-1.4,19
CC1CCCN(S(=O)(=O)c2ccc(NC(=O)CCN3C(=O)c4ccccc4C3=O)cc2)C1 (stereo not drawn),0.05,-0.13,-26
CCc1c(C(=O)OC)nnc2cc(C)nn12,0.68,0.63,-3
O=C(NCC1CCCCN1)c1cc(OCC(F)(F)F)ccc1OCC(F)(F)F (stereo not drawn),-0.52,-0.49,10
CC(=O)Nc1ccc(S(=O)(=O)NNC(=O)COc2cccc3ccccc23)cc1,-0.03,0.58,-52
CCOc1ccc(C2C(C(=O)c3cccs3)=C(O)C(=O)N2Cc2cccnc2)cc1 (stereo not drawn),/,/,-50
CCOc1ccccc1N(CC(=O)NC(C)(C)C)C(=O)Cn1nnc(-c2ccc(C)o2)n1,-0.85,-1.5,-36
CCOc1ccc(/C(O)=C/C(=O)C(=O)Nc2ccc(S(=O)(=O)NC(C)=O)cc2)cc1,0.8,0.65,/
C[C@@H]1CN(Cc2cn(C)nc2-c2cccc(Cl)c2)C[C@H](C)O1,/,/,-115
COc1cc(C)ccc1OCCCOc1ccccc1Cl,-0.4&0.84,-0.52&1.3,/
COC(=O)CN1C(=S)N(Cc2ccccc2)C(=O)C1CC(=O)Nc1ccc(OC)cc1 (stereo not drawn),0.23,0.3,80*
CN(C)CCNC(=O)Cn1nc(C(F)F)cc1C1CC1,-0.04,-0.98,44
CCc1nc(SCC(=O)N2c3ccccc3CC2C)c2c(C)c(C)sc2n1 (stereo not drawn),-1,-0.72,-13

# Next compounds
SMILES,SDO1 yeast rescue,SDO1 yeast rescue Rescue 24 h,Insulin prom inh
COC(=O)c1ccc(Cn2cnc3ccccc3c2=O)cc1,0.21,0.82,26
O=C(NC1CCCCC1)C12CC3CC(C1)CC(n1cncn1)(C3)C2,0.96,0.52,/
CC(C)c1ccc(CNC(=O)C(=O)NCCCn2ccnc2)cc1,/,/,-100
Cc1cccc(NC(=O)/C=C/c2cccs2)n1,0.67,-0.2,-11
COc1ccc(NC(=O)/C=C/c2cccc(F)c2)cn1,0.07,-0.24,-16
COCCN(C(=O)CCl)C(C(=O)NC1CCCCC1)c1ccccc1C (stereo not drawn),-0.7,-0.53,/

# Three entries from above, ordered by molecular weight, lowest first.
SMILES,SDO1 yeast rescue,SDO1 yeast rescue Rescue 24 h,Insulin prom inh
Cc1cccc(NC(=O)/C=C/c2cccs2)n1,0.67,-0.2,-11
CC(C)c1ccc(CNC(=O)C(=O)NCCCn2ccnc2)cc1,/,/,-100
COCCN(C(=O)CCl)C(C(=O)NC1CCCCC1)c1ccccc1C (stereo not drawn),-0.7,-0.53,/
